# IL1B secr inh – blocks inflammasome-driven IL-1 beta release; THP-1 LPS/ATP IL-1B secretion, AlphaLISA, 16 h; hits give low values; activity change, % at 57.5 µM; hit rate 4.7% among 360,000; in the data active = activity change below about -50%; inconclusive = mostly about -30% to -49%; note: % is set by controls: 0 for no effect and ±100 for the full control effect
#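 THP-1 cells pretreated 1 hr with compounds (up to 57.5 uM final), then stimulated with LPS (250 ng/mL final) plus ATP (1.25 mM final); secreted IL-1B measured by AlphaLISA after 16 hr, decreased signal indicating inhibition.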
# KB-3-1 cytotox – kills parental KB-3-1 adenocarcinoma cells. KB-3-1 viability, CellTiter-Glo ATP luminescence, 72 h. Potency, µM (series often up to 46.1 µM), for inactives: top-dose activity change, negative = cytotoxic, hits mostly cytotoxic. hit rate 1.4% among 400,000; note: potency is the fitted concentration of half-maximal effect; % is set by controls: 0 for no effect and ±100 for the full control effect; nearly all actives have a fitted effect of over 60% in size
#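 72 h, 37 °C compound treatment of KB-3-1 parental cells; CellTiter-Glo added, 10 min, luminescence read. Data corrected against DMSO-only plates and normalized before curve fitting.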
# D3 ag – D3 dopamine receptor (human) agonism. max activation, %. D3R DiscoveRx beta-arrestin cells, luminescence, 90 min. AID 652048. hit rate 0.58% among 410,000; in the data active = max activation above about 30%; note: 0% is about no effect; mostly tested at two doses, the higher about 12 µM
# Target sequence (P35462 whole entry, looked up): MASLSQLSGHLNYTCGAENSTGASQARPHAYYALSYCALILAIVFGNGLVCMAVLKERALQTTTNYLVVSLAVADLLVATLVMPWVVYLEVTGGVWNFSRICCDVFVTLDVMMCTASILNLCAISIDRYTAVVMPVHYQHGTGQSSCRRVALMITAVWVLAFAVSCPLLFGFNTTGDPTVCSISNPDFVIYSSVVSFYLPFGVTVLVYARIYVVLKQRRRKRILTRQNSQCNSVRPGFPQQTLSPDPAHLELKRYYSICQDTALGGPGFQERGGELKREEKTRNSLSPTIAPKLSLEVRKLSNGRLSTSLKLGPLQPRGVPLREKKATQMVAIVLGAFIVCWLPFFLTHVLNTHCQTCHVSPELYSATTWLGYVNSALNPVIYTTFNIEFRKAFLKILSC
#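 Agonist mode: compounds and dopamine controls were applied to plated cells for 90 min at 37 degrees C after an overnight attachment at 1500 cells/well. Luminescent read-out followed 30 - 60 minutes at room temperature with DiscoveRx detection reagent.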
# D3 antag – antagonists of human D3 dopamine receptor | P35462 | D3R cells, DiscoveRx beta-arrestin luminescence, antagonist mode; hits give low values | max response, negative = inhibition, % | hit rate 2.5% among 360,000 | AID 652054; in the data active = max response below about -50%; inconclusive = no clear call, values can overlap the other calls; note: % is set by controls: 0 for no effect and ±100 for the full control effect; mostly tested at two doses, the higher about 12 µM
#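 Cells plated overnight at 1500 cells/well, then exposed to library compounds with dopamine controls for 90 minutes at 37 degrees C. DiscoveRx reagent added for 30–60 minutes at room temperature; luminescence read, quantitative HTS format.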
# KB-V1 MDR tox – kills drug-selected multidrug resistant KB-V1 cells; hit rate 3.4% among 400,000; KB-V1 MDR cells viability, CellTiter-Glo, 72 h; Potency, µM (highest dose often 46.1 µM), for inactives: top-dose activity change, negative = cytotoxicity, hits mostly cytotoxic; note: potency is the fitted concentration of half-maximal effect; % is set by controls: 0 for no effect and ±100 for the full control effect; nearly all actives have a fitted effect of over 60% in size
#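 KB-V1 MDR subline cells in DMEM (phenol-red free, 10% FBS) exposed to compounds in qHTS concentration series for 72 h at 37 degrees C. Viability read by CellTiter-Glo luminescence; concentration-effect curves fitted after normalization and correction.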
# GLP-1R agonist – GLP-1 receptor (human) agonism. hit rate 0.007% among 380,000. HEK293 GLP-1R CRE-luciferase, luminescence, 4-6 h; cells express a hypersensitive GLP-1R form. Potency, µM (highest dose often 45.6 µM), without a hit: at the highest dose activation, hits mostly activators; note: potency is the fitted concentration of half-maximal effect; % of control where 0% means no effect
# Target sequence (P43220 whole entry, looked up): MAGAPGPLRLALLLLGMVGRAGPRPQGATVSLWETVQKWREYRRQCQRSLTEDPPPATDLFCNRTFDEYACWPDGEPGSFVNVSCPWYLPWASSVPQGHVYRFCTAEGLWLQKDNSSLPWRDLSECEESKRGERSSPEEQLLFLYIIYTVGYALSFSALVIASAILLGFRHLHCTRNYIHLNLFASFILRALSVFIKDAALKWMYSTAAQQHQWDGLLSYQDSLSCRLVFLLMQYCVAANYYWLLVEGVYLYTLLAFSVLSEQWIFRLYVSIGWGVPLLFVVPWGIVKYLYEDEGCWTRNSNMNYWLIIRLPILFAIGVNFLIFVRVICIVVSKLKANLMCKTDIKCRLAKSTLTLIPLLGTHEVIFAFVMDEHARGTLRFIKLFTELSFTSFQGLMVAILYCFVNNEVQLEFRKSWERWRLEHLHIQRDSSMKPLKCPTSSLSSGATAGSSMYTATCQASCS
# SW480 rerep – induces DNA re-replication in SW480 colon adenocarcinoma cells. SW480 DNA re-replication, Hoechst DNA content imaging, 48 h. Potency, µM (highest dose often 46.1 µM), inactives show top-dose re-replication activation, most hits filed as activators. hit rate 1.8% among 340,000. AID 624297; note: potency is the fitted concentration of half-maximal effect; % of control where 0% means no effect; nearly all actives have a fitted effect of over 55% in size
#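 Compounds, transferred as 23 nL by pin tool, were incubated with cells for 48 hr; DNA content per nucleus was then quantified by Hoechst staining and fluorescence plate imaging.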
# HT1080 IDH1KD tx – toxicity to HT-1080 IDH1 knockdown cells (counter line); HT-1080 IDH1 knockdown viability, ATP luminescence, 48 h; AID 686971; Potency, µM (top dose mostly 46.1 µM), for inactives: top-dose activity, negative = toxicity, hits mostly cytotoxic; hit rate 2% among 360,000;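 note: potency is the fitted concentration of half-maximal effect; 0% = DMSO wells and -100% = cell-free medium wells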
#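 After a 2 h attachment period, IDH1KD HT-1080 cells took pin-transferred compound for 48 h at 37 °C; ATP-based luminescence after 10 min room-temperature reagent incubation reported viability.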
# HT1080-NT tox – kills 2HG-producing HT-1080-NT fibrosarcoma cells; HT-1080-NT fibrosarcoma viability, CellTiter-Glo ATP luminescence, 48 h; Potency, µM (titrated, usually from 46.1 µM), inactives show top-dose activity, negative = less viability, hits mostly cytotoxic; hit rate 1.6% among 360,000; AID 686970;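 note: NT is the 2HG producing partner of a matched IDH1 knockdown line; potency is the fitted concentration of half-maximal effect; 0% = DMSO-treated cells and -100% = media-only wells without cells; nearly all actives have a fitted effect of over 55% in size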
#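 Toxicity toward the 2HG-producing NT line was scored as %Activity, normalised to DMSO and no-cell wells, from CellTiter-Glo luminescence after 48 hours' treatment.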
# Active calls of the source: *; ? = inconclusive; nt = not tested or not shown; [ ] = dose if it differs, or a comment. Unless noted, calls come from the whole dose curve; as a rule, active = well fitted curve in the direction sought with a large enough effect; inconclusive = small, poorly fitted or top-dose-only effect, or another doubt; inactive = no such curve, though single readings can be large; an effect the other way counts as inactive or inconclusive. Outcome played no part in choosing rows; about 12% have a hit in one of these screens.
SMILES,IL1B secr inh,KB-3-1 cytotox,D3 ag,D3 antag,KB-V1 MDR tox,GLP-1R agonist,SW480 rerep,HT1080 IDH1KD tx,HT1080-NT tox
Cc1ccc(C)c2[nH]c(=O)c(C(c3nnnn3Cc3ccco3)N3CCc4ccccc4C3)cc12 (stereo not given),-27,?,-2,2,?,-1%,?,?,?
COc1ccc(C(=O)c2cc(C(C)=O)c(Nc3ccccc3)s2)cc1,?,?,8,-11,16µM*,15%,?,?,?
O=C(NC1CCCCCC1)c1nc2ncccn2n1,22,-4%,4,25,-25%,-9%,-7%,2%,0%
COCCCN1C(=O)C(CC(=O)NCc2cccs2)CC(C(=O)N(C)C)=C1C (stereo not given),17,18%,1,29,14%,4%,nt,0%,18%
Fc1cccc2sc(Nc3nnc(-c4ccco4)o3)nc12,30,?,-1,?,9.2µM*,-28%,?,-30%,-24%
O=[N+]([O-])c1ccc(O)c(P(=O)(c2ccccc2)c2ccccc2)c1,38,-7%,-6,-26,0%,0%,0%,-3%,-2%
CCCCN1C2=C(C(=O)CC(C)(C)C2)C(c2ccccc2)C2=C1c1ccccc1C2=O (stereo not given),-20,-18%,-15,?,?,-6%,12%,2%,19%
CCN1CCN(Cc2cccc(Oc3ccccc3)c2)CC1,-12,-10%,-28,-52*,?,-13%,0%,11%,1%
Cc1ccc(OCC(=O)Nc2ccc(NC(=O)c3ccccc3)c(C)c2)cc1,0,0%,-2,8,-3%,-5%,4%,-18%,-13%
O=C(Nn1cnnc1)c1ccncc1,33,-1%,-4,11,21%,-5%,1%,3%,1%
Cc1ccc(S(=O)(=O)Nc2ccc3c(c2)n(C)c(=O)n3C)c(C)c1,38,-12%,2,-12,-13%,18%,1%,0%,-1%
CN(CC(=O)Nc1ccc(Cl)cc1)C(=O)c1cccc(S(=O)(=O)NCc2ccccc2)c1,-10,nt,-31,-64*,nt,5%,3%,-18%,-1%
O=C(CCNS(=O)(=O)c1ccc(OC(F)(F)F)cc1)Nc1cccc(S(=O)(=O)N2CCCC2)c1,-5,-25%,2,-7,0%,-3%,-19%,-1%,0%
CCCC(=O)N(c1ccc2oc(=O)sc2c1)S(=O)(=O)c1cccs1,3,-13%,-14,0,-11%,-23%,-3%,-30%,?
Cc1ccc(/C=C2/C(=N)N3N=C(CC(=O)N4CCCC4)SC3=NC2=O)cc1,11,1%,-3,5,18%,-6%,-4%,0%,7%

# Two entries picked at random from the list so far, as already listed:
SMILES,IL1B secr inh,KB-3-1 cytotox,D3 ag,D3 antag,KB-V1 MDR tox,GLP-1R agonist,SW480 rerep,HT1080 IDH1KD tx,HT1080-NT tox
CN(CC(=O)Nc1ccc(Cl)cc1)C(=O)c1cccc(S(=O)(=O)NCc2ccccc2)c1,-10,nt,-31,-64*,nt,5%,3%,-18%,-1%
Cc1ccc(S(=O)(=O)Nc2ccc3c(c2)n(C)c(=O)n3C)c(C)c1,38,-12%,2,-12,-13%,18%,1%,0%,-1%

# (continued)
SMILES,IL1B secr inh,KB-3-1 cytotox,D3 ag,D3 antag,KB-V1 MDR tox,GLP-1R agonist,SW480 rerep,HT1080 IDH1KD tx,HT1080-NT tox
O=C(CNC(=O)c1ccccc1F)c1ccc(Br)cc1,-7,3%,5,1,6%,13%,3%,14%,15%
Cc1ccc(C2=NC3(CCCCC3)NC2=S)cc1,5,-22%,2,3,-12%,-2%,?,-2%,-1%
COc1ccc(OC)c(-c2noc(N3CCN(c4ccc(Cl)cc4)CC3)n2)c1,nt,4%,12,nt,-21%,1%,nt,nt,nt
Cn1c(SCC(=O)C(C)(C)C)nnc1-c1ccccn1,-22,1%,-1,-17,13%,-11%,-15%,0%,7%
O=C(CNC(=O)c1ccc(Cl)cc1Cl)OCC(=O)N1CCCC1,-10,-2%,6,22,?,-2%,1%,-1%,10%
CCCCNC(=O)c1nc(C2CCN(S(=O)(=O)c3c(OC)cccc3OC)CC2)oc1-c1ccccc1,-19,-13%,-23,-25,?,nt,nt,-7%,-9%
CC(C)(C)OC(=O)N1CCCC(C(=O)Nc2cccc(C(=O)NCCc3ccccc3)c2)C1 (stereo not given),10,0%,-16,61,-5%,10%,-1%[9.22 µM],0%,-6%
CC(/C=N/NC(=O)c1nnn(-c2nonc2N)c1C(C)C)=C\c1ccco1,0,1%,-3,-21,8%,-4%,?,-22%,-17%
CCOC(=O)N1CCN(Cc2nc(N)nc(Nc3ccc(Cl)cc3)n2)CC1,-18,5%,1,2,?,17%,-2%,-8%,-6%
Cc1cccc(Nc2nc(NCc3ccco3)nc(N3CCOCC3)n2)c1,-19,?,-3,27,-8%,19%,?,-18%,-12%
Cc1ccc(C)c(NC(=O)COC(=O)c2ccc(S(=O)(=O)N3CCCCC3)cc2)c1,0,8%,-5,-20,3%,3%,-10%,-2%,9%
CCSc1nnc(NC(=O)c2ccc3c(c2)OCO3)s1,-8,1%,-14,-17,?,11%,-1%,29%,?
CCCC(=O)N1CCC1(C)C(=O)NS(=O)(=O)c1ccc(OC)cc1 (stereo not given),1,0%,0,-18,17%,5%,nt,29%,11%
CC1CCc2c(sc3nn[nH]c(=O)c23)C1 (stereo not given),20,4%,1,4,-13%,0%,1%,-4%[9.24 µM],9%
CC(C)(CNC(=O)c1cccc(NS(=O)(=O)c2ccc(Br)cc2)c1)N1CCOCC1,25,0%,-2,8,-19%,-8%,-5%,-2%,7%
COc1ccc(C(=O)N(C(C)C)C(C)C)c(OC)c1,26,10%,-5,-23,-4%,-2%,15%[9.22 µM],9%,12%
Cc1ccc(S(=O)(=O)N(C)C)cc1NC(=O)COC(=O)CCCOc1ccccc1,7,-5%,-5,-9,18%,0%,6%,7%,2%
CSc1nc2ccc(Nc3nc(N4CCOCC4)nc(N4CCOCC4)n3)cc2s1,nt,?,-4,30,18µM*,15%,16µM*,?,?
Cc1ccc(CC2C(=O)N(c3nc(C)cc(C)n3)C(=O)C2C)cc1 (stereo not given),10,18%,3,-2,-26%,6%,0%,12%,14%
Cc1ccccc1CN1C(=O)c2ccccc2S(=O)c2ccc(C(=O)NCc3ccco3)cc21 (stereo not given),nt,-23%,6,nt,-11%,-1%,nt,nt,nt
O=C(CSc1nc2ccccc2o1)NCc1ccc2c(c1)OCO2,-15,0%,-9,18,-3%,3%,-6%,-1%,2%
O=C(/C=N/O)Nc1ccc2sc3ccccc3c2c1,-100*,16%,10,0,26%,6%,-139%[inhibitor],?,?
O=C(O)c1cc(-c2ccc(N3CCOCC3)cc2)nn1-c1ccc(F)cc1F,-1,-1%,-6,-13,-4%,7%,-1%,-2%,-3%
COc1ccc(NC(=O)C2CCN(S(=O)(=O)c3ccc(C)cc3)CC2)cc1OC,18,-14%,-3,-3,-26%,-8%,-1%,1%,5%
CCOc1cccc(-c2c(C(=O)N/N=C/c3c(F)cccc3Cl)nnn2-c2nonc2N)c1,0,-2%,4,-11,7%,-4%,9%,3%,-2%
C=CCn1c(SC(CCO)C(=O)NCc2ccco2)nc2sc3c(c2c1=O)CCC3 (stereo not given),-3,-1%,-2,3,0%,3%,-12%,-17%,-6%
COc1ccc(C(O)Cn2c(=N)n(CCCN(C)C)c3ccccc32)cc1 (stereo not given),-28,?,-6,0,-4%,-1%,?,-1%,-12%
COc1ccccc1OCCCCNCCO,9,1%,-7,-13,24%,3%,-1%,4%,6%
O=C(CCC1CCCN(C(=O)c2ccccc2Cl)C1)N1CCN(c2ccccn2)CC1 (stereo not given),0,?,-15,17,15µM*,3%,2%,-18%,-9%
O=[N+]([O-])c1ccc(S(=O)(=O)NN=C2CCCCC2)cc1,-18,-1%,-13,-52*,-10%,5%,-11%,-7%,-8%
CCC(C)N(CCNC(=O)CC1Oc2ccccc2NC1=O)C1CCCCC1 (stereo not given),0,3%,-10,?,22%,-2%,0%,1%,-10%
Cc1ccc(SCc2ccc(C(=O)Nc3cccc([N+](=O)[O-])c3C)cc2)cc1,21,5%,-8,-18,?,0%,?,-2%,-21%
O=C(Nc1cccnc1)c1cc(S(=O)(=O)N2CCCCC2)c(Cl)cc1Cl,-24,1%,0,-6,?,0%,2%,-5%,0%
CSCC(=O)N1CCC(Oc2cccc(C(=O)NCc3ccccn3)c2)CC1,5,0%,-4,-6,-4%,3%,5%,5%,8%
CCC(=O)N1N=C(c2c(-c3ccccc3)c3cc(Cl)ccc3[nH]c2=O)CC1c1ccco1 (stereo not given),?,-19%,6,-11,0%,10%,-3%,?,?
CC1CCCC(C)N1S(=O)(=O)c1ccc(Cl)cc1 (stereo not given),-3,-6%,1,16,0%,-2%,0%,-10%,0%
Cc1c(C(=O)NCc2ccc3c(c2)OCO3)sc2nc(-c3ccc(F)cc3)cn12,-17,12%,-2,16,-1%,4%,-7%,2%,0%
N#Cc1ccc(C(=O)OCC(=O)NC(=O)NCc2ccccc2)cc1,11,5%,3,5,27%,-8%,-24%,0%,14%
CCC1CCCCN1CCCNC(=O)CS(=O)Cc1nc(-c2ccc(OC)c(OC)c2)oc1C (stereo not given),4,1%,5,-1,-4%,-4%,14%,-2%,-5%
Cc1ccc(N(C(=O)c2csnn2)C(C(=O)NC(C)(C)C)c2ccccn2)cc1 (stereo not given),7,-2%,4,-19,-18%,8%,?,6%,8%
CN(CC(=O)Nc1c(Cl)cccc1Cl)C(=O)CC1Sc2ccccc2NC1=O (stereo not given),14,-2%,1,-11,?,6%,1%,-21%,-1%
COCCCn1cc(CN(C)C2CN(Cc3cn(CCCOC)nn3)S(=O)(=O)C2)nn1 (stereo not given),2,-15%,-3,-10,-10%,-3%,nt,2%,-1%
CCN(CC)S(=O)(=O)c1ccc(C(=O)NCCc2cc3c(OC)ccc(OC)c3[nH]c2=O)cc1,49,3%,12,32,7.3µM*,2%,0%,9%,10%

# Screening results deposited in PubChem by National Center for Advancing Translational Sciences (NCATS).
